Peg3 prom inh – Peg3 promoter-driven luciferase inhibitors, primary screen, cell-based, HeLa, luciferase luminescence; HeLa PEG-Prom luciferase reporter, overnight; inhibition, % at 20 µM; actives 1.7% (n = 360,000); AID 588405, 2011;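 active means inhibition of at least 50% at 20 µM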
NR2E3 ag-1 – NR2E3 agonists in two-hybrid cells, primary screen, cell-based, luminescence, CHO-S, Gal4-NCOR/VP16-NR2E3. Photoreceptor-specific nuclear receptor (Homo sapiens), Q9Y5X4. luciferase. inhibition of corepressor binding, % at 3.98 µM. actives 0.35% (n = 360,000). AID 602229, 2012;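 active means inhibition above the mean of all tested compounds plus 3 SD, cut at about 70% in these data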;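 further: 0% = DMSO with NR2E3 transfected cells and 100% = cells lacking NR2E3 construct; higher means lower luciferase signal from less NR2E3 corepressor binding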
Target sequence (Q9Y5X4 whole entry, looked up, the tested form may be a part): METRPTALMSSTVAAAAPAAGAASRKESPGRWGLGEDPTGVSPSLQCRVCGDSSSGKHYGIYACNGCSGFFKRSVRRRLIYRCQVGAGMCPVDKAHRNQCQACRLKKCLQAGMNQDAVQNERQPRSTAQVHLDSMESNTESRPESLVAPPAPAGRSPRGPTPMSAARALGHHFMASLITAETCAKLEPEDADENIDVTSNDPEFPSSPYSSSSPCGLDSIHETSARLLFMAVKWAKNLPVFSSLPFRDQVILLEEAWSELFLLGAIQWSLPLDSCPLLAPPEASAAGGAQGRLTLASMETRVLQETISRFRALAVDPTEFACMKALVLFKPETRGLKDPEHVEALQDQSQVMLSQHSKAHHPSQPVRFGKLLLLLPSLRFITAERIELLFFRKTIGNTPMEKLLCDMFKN
HIF-2a block – HIF-2a reporter inhibitors, primary screen, luminescence, 786-0 RCC cells; inhibition, % at 18.8 µM; 786-0 RCC cells HIF-2a reporter, luciferase luminescence, overnight; actives 0.72% (n = 360,000);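 active means inhibition of the luminescence signal of 40% or more relative to plate controls, in a single-dose primary screen at 18.75 µM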
iPSC survival up – enhancers of single-cell hiPSC survival, primary screen, ATPlite luminescence. 100% = ROCK inhibitor wells, 0% = DMSO. survival enhancement, % at 20 µM. actives 0.044% (n = 360,000). AID 602274, 2012; in the data active means survival enhancement above about 18%;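 further: cells exposed to compounds for 16 hours before the ATP read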
PDI turbidity – inhibitors of human PDI, primary screen, biochemical, turbidity, single point, plate reader. Protein disulfide-isomerase (Homo sapiens), P07237. PDI insulin aggregation turbidity, A650, 90 min. inhibition, % at 10 µM. actives 0.052% (n = 350,000). AID 588391, 2011;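 active means mean inhibition across replicates of 30% or more, whatever share of single replicates reach that level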;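 further: absorbance from insulin aggregation driven by PDI reduction with DTT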
CaV13 FRET inh – Primary screen for inhibitors of IQ motif and Ca2+-dependent inactivation inhibitor domain binding in CACNA1D, Förster resonance energy transfer in living cells, …; HEK cells, CFP/YFP FRET ICDI-IQ, plate reader, 10 min; percent FRET-ratio fall versus neutral wells; inhibition, % at 12.3 µM; actives 0.098% (n = 340,000); AID 743397;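 active means mean replicate inhibition of at least 30% and at least 1% of replicates passing that level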;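 further: 0% = median of the neutral control wells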
NR2E3 ag-2 – inhibitors of NR2E3-RetCOR corepressor binding, primary screen, NR2E3 agonist project, biochemical, TR-FRET, GST-NR2E3, biotin-RetCOR | actives 0.12% (n = 320,000) | AID 2300, 2010 | inhibition of corepressor binding, % at 4.78 µM | 1536-well | Photoreceptor-specific nuclear receptor (Homo sapiens), Q9Y5X4;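 active means percent inhibition above the cutoff of mean plus 3 SD of all tested compounds, set per screening campaign, cut at about 20% in these data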;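 further: 0% = DMSO wells and 100% = biotin wells as full block of FRET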
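Test system: GST-NR2E3 and biotin-RetCOR proteins | Quantity: 1.35 nM GST-tagged NR2E3 final | Medium: Tris pH 7.5 | Also added: 7 nM biotin-RetCOR | Dosing: Compound at 4.8 µM, single dose | Timing: 5 h at 4 °C | Detection: Time-resolved FRET | Read-out basis: Percent inhibition | Benchmarks: Biotin wells as high control, 0.6% DMSO wells as low control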
MITF TRPM1 inh – inhibitors of MITF-dependent TRPM1 promoter reporter, primary screen, cell-based, SK-MEL-5, single point, luciferase | SK-MEL-5 TRPM1 promoter luciferase, 24 h | inhibition, % at 12.5 µM | actives 0.83% (n = 330,000) | AID 488899, 2010;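 active means mean inhibition across replicates of 60% or more, whatever share of single replicates reaches that level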; further: values of inactives mirror those of a sister screen read the other way
H9c2 protect – cardioprotection against H2O2-induced cell death, primary screen, uHTS, H9c2 cells, ATPLite luminescence; H9c2 cardiomyocytes, H2O2 injury protection, 2 h; protection from H2O2 cell death, % at 20 µM; actives 0.63% (n = 360,000); AID 588492, 2011;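 active means compounds giving at least 50% protection of heart cells from peroxide-induced death in the single-dose screen, raw or plate-pattern-corrected value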;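 further: 0% = DMSO wells with peroxide and 100% = DMSO wells without peroxide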
Shn3 inh set2 – reduction of Shn3 3'UTR firefly luciferase signal, primary screen, Schnurri-3 inhibitor project, cell-based, Clone20 osteoblasts, set 2; Clone20 osteoblast Shn3 3'UTR firefly luciferase, 24 h; inhibition, % at 12.5 µM; actives 0.52% (n = 360,000); AID 588674, 2011;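 active means mean inhibition of at least 75% with every replicate also reaching 75%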;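 further: 0% = median of neutral control wells and 100% = pilot-screen positive control compound; some compounds past the cut are filed as inactive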
m5-HT2A agonist – mouse Htr2a agonists via beta-arrestin recruitment, primary screen, cell-based, luminescence; 5-hydroxytryptamine receptor 2A (Mus musculus), P35363; CHO-K1 mHTR2A beta-arrestin complementation; percent of 30 µM serotonin response; activation, % at 7.6 µM; actives 0.66% (n = 360,000); AID 624169, 2012;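 active means activation above a run cutoff, the mean activation of all tested compounds plus 3 SD, cut at about 14% in these data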;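 further: 0% = plate median of compound wells and 100% = 30 µM serotonin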
Target sequence (P35363 whole entry, looked up): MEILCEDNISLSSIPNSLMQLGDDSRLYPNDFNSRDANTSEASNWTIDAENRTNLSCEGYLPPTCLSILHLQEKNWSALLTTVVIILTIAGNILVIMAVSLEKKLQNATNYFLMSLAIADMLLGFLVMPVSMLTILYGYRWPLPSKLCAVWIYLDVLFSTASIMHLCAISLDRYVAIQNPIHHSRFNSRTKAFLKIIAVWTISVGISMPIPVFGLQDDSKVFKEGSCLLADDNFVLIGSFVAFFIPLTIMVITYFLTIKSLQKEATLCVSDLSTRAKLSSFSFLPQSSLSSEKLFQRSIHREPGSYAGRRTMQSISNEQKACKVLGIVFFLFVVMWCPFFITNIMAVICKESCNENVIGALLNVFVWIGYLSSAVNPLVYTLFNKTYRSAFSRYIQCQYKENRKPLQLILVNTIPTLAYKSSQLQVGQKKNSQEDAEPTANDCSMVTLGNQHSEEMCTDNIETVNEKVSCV
* marks the source's active call; other numbers are inactive results.

Sample of the layout, 2 compounds:
Results for CC(=O)Oc1ccc(C(=O)Nc2ccc3c(c2)OCCO3)cc1 ?
Peg3 prom inh: -115; NR2E3 ag-1: -118; HIF-2a block: -130; iPSC survival up: -0.6; PDI turbidity: -4; CaV13 FRET inh: -19; NR2E3 ag-2: 6; MITF TRPM1 inh: -29; H9c2 protect: -15; Shn3 inh set2: -41; m5-HT2A agonist: -1

What do the screens show for `CC1CC(=O)NN=C1c1cccs1` (stereo not drawn)?
Peg3 prom inh: 17; NR2E3 ag-1: 0; HIF-2a block: 21; iPSC survival up: -0.3; PDI turbidity: 1; CaV13 FRET inh: -2; NR2E3 ag-2: 4; MITF TRPM1 inh: -1; H9c2 protect: 2; Shn3 inh set2: -13; m5-HT2A agonist: 2

Results, previewed entries included:
Results for CC(=O)Oc1ccc(C(=O)Nc2ccc3c(c2)OCCO3)cc1 ?
Peg3 prom inh: -115; NR2E3 ag-1: -118; HIF-2a block: -130; iPSC survival up: -0.6; PDI turbidity: -4; CaV13 FRET inh: -19; NR2E3 ag-2: 6; MITF TRPM1 inh: -29; H9c2 protect: -15; Shn3 inh set2: -41; m5-HT2A agonist: -1

What do the screens show for `CC1CC(=O)NN=C1c1cccs1` (stereo not drawn)?
Peg3 prom inh: 17; NR2E3 ag-1: 0; HIF-2a block: 21; iPSC survival up: -0.3; PDI turbidity: 1; CaV13 FRET inh: -2; NR2E3 ag-2: 4; MITF TRPM1 inh: -1; H9c2 protect: 2; Shn3 inh set2: -13; m5-HT2A agonist: 2

What do the screens show for `O=C(O)CCCC(=O)N1CCN(C(c2ccccc2)c2ccccc2)CC1`?
Peg3 prom inh: 11; NR2E3 ag-1: -7; HIF-2a block: 14; iPSC survival up: -1.2; PDI turbidity: -6; CaV13 FRET inh: -17; NR2E3 ag-2: 0; MITF TRPM1 inh: 7; H9c2 protect: 1; Shn3 inh set2: 3; m5-HT2A agonist: 9

What do the screens show for `OCCN1CCOCCOCCN(CCO)CCN(CCO)CC1`?
Peg3 prom inh: 11; NR2E3 ag-1: -5; HIF-2a block: 10; iPSC survival up: -1.5; PDI turbidity: 0; CaV13 FRET inh: -4; NR2E3 ag-2: -1; MITF TRPM1 inh: 6; H9c2 protect: -1; Shn3 inh set2: 11; m5-HT2A agonist: -1

How did O=C(CCC1CC(=O)Nc2ccccc21)NCc1cccnc1 (stereo not drawn) do in these assays?
Peg3 prom inh: 1; NR2E3 ag-1: -19; HIF-2a block: 15; iPSC survival up: 10; PDI turbidity: 3; CaV13 FRET inh: -7; NR2E3 ag-2: 4; MITF TRPM1 inh: 10; H9c2 protect: 14; Shn3 inh set2: -4; m5-HT2A agonist: 3

Results for O=C1C=CN(Cc2ccccc2)C(c2ccccc2)C1 (stereo not drawn) ?
Peg3 prom inh: -6; NR2E3 ag-1: -23; HIF-2a block: 14; iPSC survival up: 4.6; PDI turbidity: -1; CaV13 FRET inh: -7; MITF TRPM1 inh: 3; H9c2 protect: 5; Shn3 inh set2: 15; m5-HT2A agonist: 6

How did O=C(CSc1nc2c(sc3ccccc32)c(=O)n1-c1ccccc1)NCc1ccco1 do in these assays?
Peg3 prom inh: 33; NR2E3 ag-1: -6; HIF-2a block: -24; iPSC survival up: 0.0; PDI turbidity: 3; CaV13 FRET inh: -4; NR2E3 ag-2: 13; MITF TRPM1 inh: 0; H9c2 protect: 26; Shn3 inh set2: 4; m5-HT2A agonist: 5

How did COc1cccc(-c2sc3ccc(OC)cc3c2C#CC(C)(C)O)c1 do in these assays?
Peg3 prom inh: 0; NR2E3 ag-1: 21; HIF-2a block: -10; iPSC survival up: -0.9; PDI turbidity: 14; CaV13 FRET inh: -5; NR2E3 ag-2: -1; MITF TRPM1 inh: -14; H9c2 protect: -7; Shn3 inh set2: -69; m5-HT2A agonist: -1

Results for Cc1cc(C)n(CC(=O)c2ccc(Cl)cc2)n1 ?
Peg3 prom inh: 10; NR2E3 ag-1: 3; HIF-2a block: 12; iPSC survival up: 0.2; PDI turbidity: -1; CaV13 FRET inh: -2; NR2E3 ag-2: 2; MITF TRPM1 inh: 10; H9c2 protect: -2; Shn3 inh set2: -4; m5-HT2A agonist: 2

How did O=C(NCCCN1CCOCC1)c1ccc(CSCc2cccc(Cl)c2)o1 do in these assays?
Peg3 prom inh: -6; NR2E3 ag-1: -31; HIF-2a block: 9; iPSC survival up: 0.4; PDI turbidity: 9; CaV13 FRET inh: -18; NR2E3 ag-2: 3; MITF TRPM1 inh: 0; H9c2 protect: 10; Shn3 inh set2: 5; m5-HT2A agonist: -7

How did O=C(CCCN1C(=O)c2ccccc2C1=O)N1CCN(c2ccccn2)CC1 do in these assays?
Peg3 prom inh: -1; NR2E3 ag-1: 19; HIF-2a block: -2; iPSC survival up: -0.2; PDI turbidity: 4; CaV13 FRET inh: -4; NR2E3 ag-2: 3; MITF TRPM1 inh: 11; H9c2 protect: 3; Shn3 inh set2: -5; m5-HT2A agonist: 3

Results for Cc1ccc(-c2nc(S(=O)(=O)c3ccc(C)cc3)c(SCC(N)=O)o2)cc1 ?
Peg3 prom inh: 23; NR2E3 ag-1: 1; HIF-2a block: 20; iPSC survival up: -0.4; PDI turbidity: 5; CaV13 FRET inh: -2; NR2E3 ag-2: 1; MITF TRPM1 inh: -1; H9c2 protect: -2; Shn3 inh set2: -1; m5-HT2A agonist: 0

What do the screens show for `Cc1ccc(CSc2nc3c(c(=O)[nH]2)CCC3)cc1`?
Peg3 prom inh: -27; NR2E3 ag-1: 2; HIF-2a block: -29; iPSC survival up: 1.9; PDI turbidity: -3; NR2E3 ag-2: 2; MITF TRPM1 inh: 11; H9c2 protect: 2; Shn3 inh set2: -20; m5-HT2A agonist: 2

Results for Cc1cccc(NC(=O)C2CCCN2/C=C/C(=O)C(F)(F)F)c1C (stereo not drawn) ?
Peg3 prom inh: -3; NR2E3 ag-1: 5; HIF-2a block: 16; iPSC survival up: 1.4; PDI turbidity: -7; CaV13 FRET inh: -2; NR2E3 ag-2: -1; MITF TRPM1 inh: 5; H9c2 protect: -14; Shn3 inh set2: -10; m5-HT2A agonist: 2

Results for CC(C)(C)NC(=O)c1ccc2nsnc2c1 ?
Peg3 prom inh: 6; NR2E3 ag-1: -5; HIF-2a block: 8; iPSC survival up: 3.4; PDI turbidity: 21; CaV13 FRET inh: -6; NR2E3 ag-2: -1; MITF TRPM1 inh: -7; H9c2 protect: 6; Shn3 inh set2: 9; m5-HT2A agonist: -1

What do the screens show for `CCn1nc(C)c(CNC(=O)Nc2ccc3c(c2)OCO3)c1C`?
Peg3 prom inh: -115; NR2E3 ag-1: -61; HIF-2a block: -142; iPSC survival up: -0.5; PDI turbidity: 4; CaV13 FRET inh: -2; NR2E3 ag-2: 6; MITF TRPM1 inh: -44; H9c2 protect: -7; Shn3 inh set2: -44; m5-HT2A agonist: -1

How did O=C(Nc1ccon1)c1ccc(OC2CCCC2)cc1 do in these assays?
Peg3 prom inh: -262; NR2E3 ag-1: 1; HIF-2a block: -170; iPSC survival up: -1.1; PDI turbidity: 5; CaV13 FRET inh: -2; NR2E3 ag-2: -2; MITF TRPM1 inh: -78; H9c2 protect: -9; Shn3 inh set2: -17; m5-HT2A agonist: -1

Results for COc1cccc(OCc2cc(C(=O)NC(C)c3cnn(C)c3C)no2)c1 (stereo not drawn) ?
Peg3 prom inh: -150; NR2E3 ag-1: -49; HIF-2a block: -160; iPSC survival up: -0.2; PDI turbidity: -10; CaV13 FRET inh: -5; NR2E3 ag-2: 1; MITF TRPM1 inh: -41; H9c2 protect: 0; Shn3 inh set2: -40; m5-HT2A agonist: -4

Results for O=c1ccc2cc(S(=O)(=O)Nc3ccc(Br)cc3)ccc2o1 ?
Peg3 prom inh: 11; NR2E3 ag-1: 14; HIF-2a block: 7; iPSC survival up: -0.4; PDI turbidity: 7; CaV13 FRET inh: -5; MITF TRPM1 inh: -13; H9c2 protect: -2; Shn3 inh set2: 7; m5-HT2A agonist: 4

How did CC(CCC(C)OC(=O)c1ccccc1C(=O)O)OC(=O)c1ccccc1C(=O)O (stereo not drawn) do in these assays?
Peg3 prom inh: 5; NR2E3 ag-1: -30; HIF-2a block: 16; iPSC survival up: -0.1; PDI turbidity: 4; CaV13 FRET inh: -5; NR2E3 ag-2: -3; MITF TRPM1 inh: -7; H9c2 protect: 0; Shn3 inh set2: -9; m5-HT2A agonist: 12

How did COC(=O)C1CCN(c2cc(=O)n(Cc3ccc(F)cc3)c(=O)[nH]2)CC1 do in these assays?
Peg3 prom inh: 12; NR2E3 ag-1: 23; HIF-2a block: -6; iPSC survival up: 3.5; PDI turbidity: 0; CaV13 FRET inh: -7; NR2E3 ag-2: -1; MITF TRPM1 inh: 5; H9c2 protect: 13; Shn3 inh set2: -42; m5-HT2A agonist: -3

What do the screens show for `COCCN(C(=S)Nc1cc(C)cc(C)c1)C(C)c1ccco1` (stereo not drawn)?
Peg3 prom inh: 22; NR2E3 ag-1: -12; HIF-2a block: 18; iPSC survival up: 0.3; PDI turbidity: -4; CaV13 FRET inh: 0; NR2E3 ag-2: 1; MITF TRPM1 inh: 5; H9c2 protect: -6; Shn3 inh set2: 17; m5-HT2A agonist: -3

Results for CC(=O)c1ccc(OCC(O)CN2CCN(S(=O)(=O)c3c(C)cc(C)cc3C)CC2)cc1 (stereo not drawn) ?
Peg3 prom inh: 10; NR2E3 ag-1: -7; HIF-2a block: 8; iPSC survival up: -0.5; PDI turbidity: 4; CaV13 FRET inh: -5; MITF TRPM1 inh: 10; H9c2 protect: -10; Shn3 inh set2: 23; m5-HT2A agonist: 1

What do the screens show for `COc1cc(/C=N/NC(=O)c2cccnc2)ccc1OS(=O)(=O)c1ccc(C)cc1`?
Peg3 prom inh: 3; NR2E3 ag-1: 9; HIF-2a block: 14; iPSC survival up: -3.8; PDI turbidity: -1; CaV13 FRET inh: -15; NR2E3 ag-2: -3; MITF TRPM1 inh: -5; H9c2 protect: 16; Shn3 inh set2: -2; m5-HT2A agonist: -8

How did COc1ccccc1N1CCN(S(=O)(=O)CCNC(=O)C2CCCCC2)CC1 do in these assays?
Peg3 prom inh: 10; NR2E3 ag-1: 33; HIF-2a block: 8; iPSC survival up: -0.3; PDI turbidity: -11; CaV13 FRET inh: -5; NR2E3 ag-2: 2; MITF TRPM1 inh: 4; H9c2 protect: 4; Shn3 inh set2: -3; m5-HT2A agonist: -1
